Source: PubChem BioAssay (several laboratories)
p-CIP stab down – p/CIP-EGFP fusion destabilizers, primary screen, fluorescence, F442A cells. Q05BA5. 16 h. decrease of EGFP signal, % at 10 µM. hit rate 0.01% among 290,000. AID 1984, 2009;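 active = EGFP signal decrease of at least 30% at 10 µM or well 3 SD below plate mean, unless failing retest; inactive = the rest, including hits failing retest or dose response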; note: some compounds called inactive have numbers as strong as hits; many of its hits are not listed in these tables
VIM-2 inhibitor – VIM-2 metallo-beta-lactamase inhibitors, primary screen, biochemical, epi-absorbance readout, Pseudomonas aeruginosa enzyme; hit rate 0.89% among 290,000; inhibition, % at 5.6 µM; purified VIM-2, nitrocefin hydrolysis, epi-absorbance fluorescence; AID 1527, 2009;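 active = inhibition above the mean of all tested compounds plus 3 SD, cutoff set per screening run, cut at about 7.5% in these data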;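 note: red hydrolysis product quenches plate fluorescence so inhibitors raise well fluorescence; 0% = enzyme with DMSO and 100% = DMSO without enzyme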
PfM18AAP inh – PfM18AAP inhibitors, malaria aminopeptidase, primary screen, biochemical, QFRET, recombinant enzyme. M18 aspartyl aminopeptidase (Plasmodium falciparum 3D7). H-Glu-NHMec fluorogenic cleavage. inhibition, % at 7.35 µM. hit rate 1.2% among 290,000. AID 1822, 2009;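 active = inhibition above the campaign mean inhibition over all tested compounds plus 3 SD, cut at about 28% in these data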;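 note: 0% = plate median of test compound wells and 100% = 2 mM ZnCl2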
NALP1 inh – NALP1 inflammasome inhibitors in reconstituted yeast, colorimetric, S. cerevisiae, triplicate retest; S. cerevisiae NALP1/ASC/caspase-1 growth, X-gal OD620, 72 h; inhibition, % at 10 µM; hit rate 0.61% among 280,000; AID 2071, 2009; in the data active = inhibition mostly above about 24%, no sharp cut-off; inactive = mostly below about 32%; note: some compounds called inactive have numbers as strong as hits
GPR7 antag – GPR7 receptor antagonists, primary screen, cell-based, fluorescence, single concentration | GPR7-expressing cells, fluorescence antagonist assay | inhibition, % at 4.4 µM | Neuropeptides B/W receptor type 1 (Homo sapiens), P48145 | hit rate 1.1% among 290,000 | AID 1861, 2009; in the data active = inhibition above about 16%, passing the limit was not always enough;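 note: cells stimulated with the agonist NPW; 0% = agonist with vehicle and 100% = vehicle without agonist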
Target sequence (P48145 whole entry, looked up): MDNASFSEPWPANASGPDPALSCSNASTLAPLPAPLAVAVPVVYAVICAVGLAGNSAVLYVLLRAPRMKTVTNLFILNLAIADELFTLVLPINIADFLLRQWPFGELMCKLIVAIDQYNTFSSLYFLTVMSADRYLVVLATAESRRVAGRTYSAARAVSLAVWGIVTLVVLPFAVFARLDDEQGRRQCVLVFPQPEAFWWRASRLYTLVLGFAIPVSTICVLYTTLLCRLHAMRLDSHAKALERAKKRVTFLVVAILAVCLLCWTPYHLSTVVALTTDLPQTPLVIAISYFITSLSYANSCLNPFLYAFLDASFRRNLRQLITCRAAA
PHOSPHO1 block – PubChem AID 1565; Phosphoethanolamine/phosphocholine phosphatase (Homo sapiens), Q8TCT1; recombinant PHOSPHO1, absorbance phosphatase assay; inhibition, % at 13.3 µM; hit rate 1.1% among 290,000; in the data active = inhibition above about 60%
Target sequence (Q8TCT1 whole entry, looked up): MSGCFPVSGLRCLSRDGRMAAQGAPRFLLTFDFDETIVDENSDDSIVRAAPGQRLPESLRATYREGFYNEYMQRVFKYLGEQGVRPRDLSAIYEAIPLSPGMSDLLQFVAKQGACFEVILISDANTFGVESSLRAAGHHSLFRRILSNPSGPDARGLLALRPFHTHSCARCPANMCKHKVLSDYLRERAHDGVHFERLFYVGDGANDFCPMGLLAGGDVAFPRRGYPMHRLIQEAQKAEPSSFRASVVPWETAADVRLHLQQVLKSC
IDE inh – human IDE inhibitors in live cells, primary screen, fluorescence polarization, HEK cells, FAbetaB substrate; FAbetaB cleavage; AID 434962, 2010; inhibition, % at 5.59 µM; hit rate 0.41% among 320,000;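 active = percent inhibition above the average of all tested compounds plus 3 SD, set per screening campaign, cut at about 16% in these data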;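 note: IDE supplied by intact live HEK cells; FP after avidin binding of uncleaved biotin substrate so inhibition keeps polarization high; 0% = DMSO wells and 100% = 60 µM reference IDE inhibitor Ii1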
IDE act – human IDE activators in live cells, primary screen, fluorescence polarization, HEK cells, FAbeta-B substrate; FAbeta-B cleavage; 0% vehicle, 100% cell-free pure enzyme wells; activation, % at 5.96 µM; AID 493087, 2011; hit rate 0.073% among 340,000;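 active = activation above the mean of all tested compounds plus 3 SD, set per screening campaign, cut at about 17% in these data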
IMP-1 inhibitor – IMP-1 metallo-beta-lactamase inhibitors, primary screen, biochemical, epi-absorbance readout, Pseudomonas aeruginosa enzyme. purified IMP-1, nitrocefin hydrolysis, epi-absorbance fluorescence. inhibition, % at 5.6 µM. hit rate 0.45% among 290,000. AID 1556, 2009;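 active = inhibition above the mean plus 3 SD of all compounds in the same screening run, cut at about 4.5% in these data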;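 note: 0% = IMP-1 with DMSO and 100% = DMSO wells lacking enzyme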
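System: Purified IMP-1 | Read-out basis: Percent enzyme inhibition | Controls: IMP-1 with DMSO as 0%, enzyme-free DMSO as 100% | Replicates: One well per compound | Doses: 5.6 µM nominal single concentration | Detection: Epi-absorbance fluorescence, 480 nm excitation, 530 nm emission | Incubation: 25 °C, 15 min preincubation, 25 min reaction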
Starred values were filed as active, the others as inactive; . = not tested or not shown. Outcome played no part in choosing rows. Share with any hit: about 5.3%.

SMILES	p-CIP stab down	VIM-2 inhibitor	PfM18AAP inh	NALP1 inh	GPR7 antag	PHOSPHO1 block	IDE inh	IDE act	IMP-1 inhibitor
CCOc1cccc(NC(=O)CSc2nc(C)c3c(c2C#N)CCCC3)c1	-7	1.0	-8	-1	0	30	1	5	-2.5
CCOC(=O)C1CCCN(C2CC(=O)N(c3cccc(C)c3)C2=O)C1 (centres undefined)	-23	-3.5	-136	15	4	9	0	4	-0.1
Nc1ccc2nc(SCc3cccc(F)c3)sc2c1	2	-3.2	-4	25	-13	8	3	0	-4.5
O=C1C=C(c2ccccc2)C[C@H](c2cccs2)[C@H]1n1nnc([N+](=O)[O-])n1	-4	-3.6	10	1	-10	-18	1	-5	-4.6
CCOc1ccccc1Nc1nnc(Cc2ccccc2Cl)c(=O)[nH]1	0	-1.4	6	13	-2	11	-3	5	-2.2
Cc1cccc(NC(=O)CCN2CCC(C(N)=O)CC2)c1	6	0.0	-7	13	-15	29	3	0	-1.0
COc1ccc(C2=NOC(CNC(=O)c3ccccc3Br)C2)c(OC)c1 (centres undefined)	-2	-2.1	4	-13	-8	42	1	-3	-2.4
O=[N+]([O-])c1ccc(OCc2cccc(COc3ccc([N+](=O)[O-])cc3)n2)cc1	-2	-2.8	4	42	-2	2	0	7	-1.6
O=C1NC(=Nc2ccccc2Cl)S/C1=C\c1cc([N+](=O)[O-])ccc1O	1	-3.0	16	-13	-10	29	4	-8	-2.7
O=C(NC(=S)Nc1ccc(N2CCOCC2)c(Cl)c1)C(c1ccccc1)c1ccccc1	-8	-3.9	-13	0	11	14	-2	8	-2.9
O=C(Nc1nnc(C2CC2)s1)c1ccncc1	-9	-0.6	-6	-5	-5	-21	3	-1	-3.2
CCCC1S/C(=N/N=C/c2ccc(OC)cc2)N(Cc2ccc(OC)cc2)C1=O (centres undefined)	-7	-1.8	2	-22	-7	-16	-3	4	-1.5
Cc1noc(C)c1CSc1nnc2sc3ccccc3n12	-8	-0.9	-5	28	-7	-10	1	-3	-0.4
Cc1nn2cc(-c3ccc(-c4ccccc4)cc3)nc2s1	0	0.8	10	18	0	2	1	-2	1.4
S=C(NCc1ccccc1)Nc1ccc(Cl)cc1	-2	-3.3	0	-8	21*	-2	-1	2	-2.1
CCn1c(NC(=O)c2ccccc2F)c(-c2cccs2)c(=O)c2ccccc21	-7	-0.4	-3	-4	5	25	-1	4	0.3
NC(=O)CC[C@@H]1NC(=O)[C@@H]2CCCN2C(=O)c2cc([N+](=O)[O-])cc(I)c2NCCCC[C@@H](C(=O)NC(CC(=O)O)C(N)=O)NC1=O (some centres undefined)	-1	-3.8	0	25	-10	-18	2	1	-4.6
COc1cc(/C=N/NC(=O)c2cccnc2)ccc1OC(=O)c1ccco1	-12	0.0	-12	-1	19	52	0	3	-1.9
CC1(C)CC(=O)C2=C(C1)OC1=C(C(=O)CC(C)(C)C1)C2c1ccc(O)c([N+](=O)[O-])c1	11	0.8	-11	6	-6	-16	2	2	0.2
COc1ccc(C(=O)N2CCN(Cc3ccc4c(c3)OCO4)CC2)cc1[N+](=O)[O-]	2	-0.2	3	18	6	32	4	3	-0.6
Cc1ccc(-c2csc(-c3cc(C)on3)n2)cc1	-2	-0.7	-22	13	0	34	-2	2	-2.2
COc1cccc(NC(=O)Nc2nnc(Cc3ccccc3)s2)c1	-7	-1.2	0	8	-11	39	-1	-5	-0.1
COc1ccc(CCNC(=O)C2CC3Cn4c(nc5cc6ccccc6cc54)C3N2C)cc1 (centres undefined)	-28	.	.	.	.	34	-1	-1	.
Cc1ccc(C(=O)CSC2=C(C#N)C(c3ccco3)C3=C(CCCC3=O)N2)cc1 (centres undefined)	-4	-4.1	20	10	4	-11	5	-4	-1.8
CN1CCN(c2ccc(-c3ccnn3C(=O)Nc3cccc(C(F)(F)F)c3)cc2)CC1	0	4.6	0	-8	12	37	3	1	-2.4
O=c1c2ccsc2ncn1Cc1ccc(Cl)cc1	-12	-3.7	0	6	-8	32	8	-2	-2.0
O=C(CCc1nc(-c2ccccc2)no1)N1CCCC1	-9	-3.0	1	-9	-2	-33	5	7	-1.2
Cn1c(=O)n(C/C=C/c2ccccc2)c(=O)c2c1nc1n2CCCN1Cc1ccccc1	-2	-1.2	-8	3	-12	27	-4	1	-0.3
COCCN1CN(S(=O)(=O)c2cccc(Cl)c2)c2nc3ccccc3nc21	-11	-2.2	5	0	-7	18	-1	1	-1.9
COc1ccccc1NC(=O)/C=C1\SCC(=O)N1C	-3	-1.2	-3	4	-4	20	6	6	-5.1
COc1ccc(NS(=O)(=O)c2cccs2)c(OC)c1	10	-4.7	1	-1	-5	16	4	4	-4.0
CC(C)(C)N(Cc1ccccc1)C(=O)c1ccc(Br)o1	-12	-3.4	-2	3	7	56	-6	1	-2.1
O=C(COc1ccc(Br)cc1Cl)NC(=S)N1CCc2ccccc21	-11	-1.3	6	7	-6	-6	2	0	-4.7
CCCOc1ccc(-c2c(C(=O)N/N=C/C3CCCCC3)nnn2-c2nonc2N)cc1	-9	-2.1	-4	8	-15	28	5	-3	-1.8
Cc1[nH]c2c(Cl)cccc2c(=O)c1CN1CCCC1	-4	-2.2	4	10	-6	1	-7	5	-1.3
Nn1c(SCc2nc3ccccn3c2Br)nnc1-c1cccnc1	-18	-0.9	4	-9	-3	39	3	3	-3.2
COc1ccc(Br)cc1CN(C)C(C)C(=O)Nc1cc([N+](=O)[O-])ccc1OC (centres undefined)	-1	-4.0	4	13	-17	-29	1	-4	-4.9
COc1ccccc1N(C)S(=O)(=O)c1ccc(C(=O)NC2=NCCS2)cc1	-6	-7.5	1	-49	-14	-14	1	-2	0.3
CC(C)(C)NC(=O)CSc1nc2ccc(NC(=O)CSc3nnc(N)s3)cc2s1	2	0.8	-5	23	6	-2	9	-2	-1.4
O=C(NCc1ccccc1Cl)C1CCC(CNc2nc(=S)[nH]c3ccccc23)CC1 (centres undefined)	-8	1.9	13	-8	6	-94	5	6	-0.4
NC(=O)C1CCN(C(=O)c2ccc(NC3=NC4CS(=O)(=O)CC4S3)cc2)CC1 (centres undefined)	10	-2.0	7	16	-3	-1	5	1	-7.3
CCOC(=O)c1c(C)[nH]c(C(=O)OCC(=O)NC(C)(C)C)c1C	-7	0.5	-18	-4	-2	23	2	3	0.7
O=C(c1cccs1)N1CCN=C1SCc1ccc(Cl)cc1	5	0.4	-6	-21	1	-47	1	8	-1.8
CN(C(=O)COC(=O)/C=C/c1ccccc1[N+](=O)[O-])c1ccccc1	-3	-1.4	-1	2	0	48	1	-3	-2.8
CCn1[nH]c(=O)c(=Nc2c(C)n(C)n(-c3ccccc3)c2=O)cc1-c1ccc(Cl)cc1	-5	-2.4	0	-23	0	18	3	0	-2.2
O=C1CCCN1CCCNCC(=O)N1c2ccccc2Sc2ccccc21	-14	-1.7	4	-35	-6	15	5	2	-1.2
NC(=O)c1oc2ccccc2c1NC(=O)Cc1ccccc1	-13	-1.1	3	16	-5	41	5	4	-0.3
O=c1c2c3c(sc2ncn1/N=C/c1ccc(Br)o1)CCCC3	-5	-2.2	-1	-3	-8	9	2	1	1.4
CN(Cc1ccccc1)S(=O)(=O)c1cn(C)cn1	-10	-0.1	-9	20	-12	7	1	3	-1.4
Clc1ccc(Nc2ccc(NCc3ccccc3)nn2)cc1	-4	-2.9	-4	72*	19*	9	10	5	-0.4
COc1ccc(CC(=O)NNC(=O)COc2ccc3ccccc3c2)cc1	10	-2.8	-8	11	-7	-15	-3	4	-2.8
CCN(C(=O)C1CCCN(c2nc(-c3ccc(OC)cc3)no2)C1)c1ccccc1F (centres undefined)	-8	-1.7	7	23	-13	10	2	2	-1.2
Cc1ccc(C(=O)OCC(=O)N2CCOCC2)cc1	-12	-0.7	-14	13	-9	36	0	3	-1.4
CCn1c(SCc2nc3scc(-c4ccccc4)c3c(=O)[nH]2)nnc1-c1cccs1	3	-1.3	1	15	-2	-5	2	-1	-1.6
Cc1ccc(NC(=O)COC(=O)Cc2csc(-c3cccc(F)c3)n2)cc1C	1	-2.4	-2	35	-13	-13	4	-3	-1.1
CCCOc1ccc(/C(O)=C2/C(=O)C(=O)N(CCCn3ccnc3)C2c2cccs2)cc1 (centres undefined)	2	1.3	7	10	-6	-1	2	1	-0.4
COC(=O)c1ccc(C(=O)N2CCCC(CNC(=O)c3ccc(F)cc3)C2)cc1 (centres undefined)	-14	-0.1	-13	10	-5	20	-3	0	-2.6
CCOc1ccc(-c2nc(-c3ccccc3)no2)cc1OCC	21	0.5	-3	-6	-14	-2	2	-4	-0.9
CC(C)(C)N1C(=O)c2ccc(C(=O)Nc3cc(C(=O)O)cc(C(=O)O)c3)cc2C1=O	-6	0.2	-2	15	-9	24	-2	-5	-3.7
Cc1cccc(N/N=C/c2ccncc2)c1	-8	-1.5	0	17	-2	.	0	-2	-2.3

Whole records, looked up by structure. Order of screens: p-CIP stab down | VIM-2 inhibitor | PfM18AAP inh | NALP1 inh | GPR7 antag | PHOSPHO1 block | IDE inh | IDE act | IMP-1 inhibitor
`Clc1ccc(Nc2ccc(NCc3ccccc3)nn2)cc1` across the screens: -4 | -2.9 | -4 | 72* | 19* | 9 | 10 | 5 | -0.4
`Cc1cccc(N/N=C/c2ccncc2)c1` across the screens: -8 | -1.5 | 0 | 17 | -2 | . | 0 | -2 | -2.3
`COC(=O)c1ccc(C(=O)N2CCCC(CNC(=O)c3ccc(F)cc3)C2)cc1` (centres undefined) across the screens: -14 | -0.1 | -13 | 10 | -5 | 20 | -3 | 0 | -2.6

Other entries.
SMILES	p-CIP stab down	VIM-2 inhibitor	PfM18AAP inh	NALP1 inh	GPR7 antag	PHOSPHO1 block	IDE inh	IDE act	IMP-1 inhibitor
Cn1c(SCC(=O)N2CCCCC2)nc2c([nH]c3ccccc32)c1=O	-6	1.6	-23	12	-8	30	-6	-3	-2.2
CC(C)NC(=O)[C@H]1N2C(=O)c3ccccc3C2SC1(C)C (some centres undefined)	-19	-1.6	0	-2	6	40	-1	2	-1.5
Cc1ccc(S(=O)(=O)NCC(=O)OC2CCOC2=O)cc1 (centres undefined)	5	0.0	-6	9	-11	2	5	2	-1.4
COc1cc(C(=S)N2CCOCC2)ccc1OS(=O)(=O)c1ccc(C)cc1	-6	-0.4	2	0	-16	40	-2	0	-1.3
Cc1ccc(S(=O)(=O)N2CCN(C(=O)CC(C)C)CC2)cc1	-12	0.1	1	2	-8	3	5	2	-3.1
CC(C)(C)/C(O)=C(/C#N)c1nc2ccccc2[nH]1	6	-6.5	5	26	0	5	-4	0	-4.2
NC(=O)Nc1cccc2ccccc12	-7	-1.6	-8	24	5	11	-6	-1	-2.1
Cc1cc(C)n2cc(CSc3nc4cc(Cl)ccc4o3)nc2n1	-69	1.4	4	15	-4	-3	8	0	-1.4
CC(C)N(Cc1ccccc1)C(=O)COC(=O)c1ccc2c(c1)OCCO2	9	-4.4	-16	2	-15	1	6	5	-4.1
